# Pf gamet viab = P. falciparum stage V gametocyte viability inhibition | inhibition, % at 10.9 µM | P. falciparum stage V gametocytes, ATP luminescence, 24 h | actives 0.065% (n = 150,000);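 active = inhibition above the mean plus 3 SD of compounds within the control limits, set per campaign, cut at about 38% in these data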;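 also: 0% = DMSO wells and 100% = medium only without gametocytes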
# Avidin fluor = avidin bead compound fluorescence profile | Avidin beads, compound fluorescence 488/530 nm, flow cytometry; stronger effect = higher value | fluorescence (KMESF) at 10 µM | actives 0.38% (n = 220,000) | AID 1775; in the data active = fluorescence above about 47; also: inactives centre near 10
# Mcl1 Noxa PPI = Mcl-1/Noxa interaction inhibition; actives 1.5% (n = 220,000); Q07820; inhibition, % at 21.7 µM; TR-FRET Mcl-1/Noxa peptide binding, 2 h;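 active = compounds that cut the protein-peptide binding signal by more than 50% relative to plate controls in a single-dose test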;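 also: His-tagged Mcl-1 with rhodamine Noxa BH3 peptide and terbium anti-His antibody; 0% = Mcl-1 plus Noxa peptide wells and 100% = peptide-only wells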
# Target sequence (Q07820 whole entry, looked up): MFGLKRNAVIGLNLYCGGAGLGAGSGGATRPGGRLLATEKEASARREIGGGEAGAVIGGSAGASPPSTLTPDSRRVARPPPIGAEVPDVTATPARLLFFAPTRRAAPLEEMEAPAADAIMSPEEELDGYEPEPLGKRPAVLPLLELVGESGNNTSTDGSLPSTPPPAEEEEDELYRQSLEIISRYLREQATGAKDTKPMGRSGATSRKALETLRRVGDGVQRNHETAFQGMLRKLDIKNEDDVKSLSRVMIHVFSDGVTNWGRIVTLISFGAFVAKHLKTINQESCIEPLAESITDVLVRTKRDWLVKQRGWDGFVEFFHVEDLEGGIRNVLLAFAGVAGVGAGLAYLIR
# ABCB1 inh = blocks JC-1 efflux by human ABCB1 transporter; CCRF-Adr cells, flow cytometry; inhibition, % at 6.6 µM; actives 0.067% (n = 190,000); in the data active = inhibition above about 40%;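 also: 0% = vehicle and 100% = reference inhibitor; higher value means more JC-1 retained so stronger ABCB1 efflux block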
# ABCG2 block = blocks JC-1 efflux by human ABCG2 transporter. IgMXP3 cells, flow cytometry. Q9UNQ0. inhibition, % at 6.6 µM. actives 0.1% (n = 190,000);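 active = inhibition above 80%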;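 also: 0% = DMSO and 100% = nicardipine control wells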
# Target sequence (Q9UNQ0 whole entry, looked up): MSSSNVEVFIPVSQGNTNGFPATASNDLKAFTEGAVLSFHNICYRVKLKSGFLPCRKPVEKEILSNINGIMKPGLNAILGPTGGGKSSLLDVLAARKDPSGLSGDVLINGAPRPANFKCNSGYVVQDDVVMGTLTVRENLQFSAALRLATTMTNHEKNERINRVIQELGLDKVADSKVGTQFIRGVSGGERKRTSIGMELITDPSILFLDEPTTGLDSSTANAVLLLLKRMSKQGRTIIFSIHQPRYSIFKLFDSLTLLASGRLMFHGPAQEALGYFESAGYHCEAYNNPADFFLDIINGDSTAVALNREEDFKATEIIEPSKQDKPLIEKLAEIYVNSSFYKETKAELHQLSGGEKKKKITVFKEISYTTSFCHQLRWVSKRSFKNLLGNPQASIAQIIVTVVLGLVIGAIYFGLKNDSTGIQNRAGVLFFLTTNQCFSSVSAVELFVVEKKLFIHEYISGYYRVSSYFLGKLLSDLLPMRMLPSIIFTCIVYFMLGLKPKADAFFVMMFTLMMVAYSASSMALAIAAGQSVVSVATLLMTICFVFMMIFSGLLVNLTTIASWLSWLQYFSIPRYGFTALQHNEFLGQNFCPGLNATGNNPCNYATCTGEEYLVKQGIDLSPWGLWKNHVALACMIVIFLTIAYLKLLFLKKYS
#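 material = IgMXP3 (ABCG2) plus far-red-tagged CCRF-Adr (ABCB1) cells | amount = 3 million cells/mL, equal mix of both lines | also added = JC-1 transporter substrate | dosing = one concentration, 6.6 µM final | schedule = 10 min at 25 °C | measured by = flow cytometric JC-1 green MFI at 530 nm | read-out basis = percent efflux inhibition, scaled nicardipine 100% to DMSO 0%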
# * = called active by the depositor; . = no result given.
SMILES,Pf gamet viab,Avidin fluor,Mcl1 Noxa PPI,ABCB1 inh,ABCG2 block
COc1ccc(NC2=NC(C)(CO)CS2)cc1 (centres undefined),.,6,8,.,.
O=C1CCC(c2ccccc2)(c2ccccc2)CC1,.,3,9,.,.
Cn1cc(C(F)(F)F)nc1-c1ccc(OCC(O)CNCCOc2ccc(O)c(C(N)=O)c2)cc1 (centres undefined),.,9,15,.,.
O=C(Nc1ccc(Oc2ccc(NC(=O)Nc3ccccc3Cl)cc2)cc1)Nc1ccccc1Cl,.,3,3,.,.
NC(=S)N/N=C/c1ncc(C(F)(F)F)cc1Cl,.,7,-20,.,.
Cc1ccc([N+](=O)[O-])cc1NC(=O)Nc1ccc(S(N)(=O)=O)cc1,.,8,4,.,.
CC(=O)C(=Cc1ccc(O)cc1)C(C)=O,.,4,18,.,.
N#C/C(=C\c1c[nH]c2ccccc12)C(N)=O,.,7,-7,.,.
O=C(Cn1nnc(-c2ccc(N3CCOCC3)cc2)n1)N1CCOCC1,.,7,-1,.,.
COc1cc(/C=N/NC(=O)c2ccc3nc[nH]c3c2)cc(OC)c1OC,.,6,-3,.,.
CC(=O)O[C@H]1CC[C@]2(C)[C@H]3CC=C4[C@@H]5[C@@H](C)[C@H](C)CC[C@]5(C(=O)O)CC[C@@]4(C)[C@]3(C)CC[C@H]2C1(C)C,.,13,-4,.,.
Cc1nc(/N=C(\N)N(C)C)[nH]c(=O)c1C,.,17,8,.,.
CCO[C@@H]1OC(C(=O)NCc2ccccc2)=C[C@H](C(C)(C)C)[C@H]1CCCO,.,8,-9,.,.
COCCN1C=C2C(=O)C(C)(OC(=O)CCC(=O)OC)C(=O)C=C2C=C1C1CC1 (centres undefined),.,8,6,.,.
OC1COC(OCc2ccccc2)C(O)C1O (centres undefined),.,5,-19,.,.
CC(C)(C#N)c1cc(Cn2cncn2)cc(C(C)(C)C#N)c1,.,7,-30,.,-1
COc1cc(CNC(=O)CCCC/C=C\C(C)C)ccc1O,.,7,-2,.,0
CCOC(=O)C1(CCCCCCOc2ccc(Cl)cc2)CO1 (centres undefined),.,8,44,.,1
CC1(C)O[C@@H]2[C@@H](CO[C@@]3(COS(N)(=O)=O)OC(C)(C)O[C@@H]23)O1,.,5,2,.,1
CCN(CC)C(=O)N1CCN(C)CC1,.,5,-34,.,2
O=c1c(O[C@@H]2O[C@H](CO)[C@@H](O)[C@H](O)[C@H]2O)c(-c2ccc(O)c(O)c2)oc2cc(O)cc(O)c12,.,7,30,.,-1
O=c1[nH]cnc2c1ncn2[C@H]1CC[C@@H](CO)O1,.,7,18,.,0
CC(CCCCC(=O)Nc1ccc(C(F)(F)F)cc1)NCCc1cnc[nH]1 (centres undefined),.,6,1,.,-1
O=C1c2c(O)cc(O)cc2O[C@H](c2ccc(O)c(O)c2)[C@@H]1O,.,6,17,.,-2
OCCN1C[C@H](O)[C@@H](O)[C@H](O)[C@H]1CO,.,8,21,.,1
C[C@]12CC[C@@H]3c4ccc(O)cc4C(=O)C[C@H]3[C@@H]1CC[C@@H]2O,.,7,-41,.,3
OCc1cc(C(O)CNCCCCCCOCCCCc2ccccc2)ccc1O (centres undefined),.,4,-21,.,0
O=C(O)CCc1nc(-c2ccccc2)c(-c2ccccc2)o1,.,6,-24,.,-1
CN1CCc2cc(Cl)c(O)cc2[C@@H](c2ccccc2)C1,.,6,-14,.,0
COc1ccc2c3c1O[C@H]1C[C@@H](O)C=C[C@@]31CCN(C)C2,.,7,-7,.,-2
CO[C@H]1C=CO[C@@]2(C)Oc3c(C)c(O)c4c(O)c(c(C=NN5CCN(C6CCCC6)CC5)c(O)c4c3C2=O)NC(=O)C(C)=CC=C[C@H](C)[C@H](O)[C@@H](C)[C@@H](O)[C@@H](C)[C@H](OC(C)=O)[C@@H]1C,.,8,6,.,-3
CCOc1cc(CC(=O)N[C@@H](CC(C)C)c2ccccc2N2CCCCC2)ccc1C(=O)O,.,8,8,.,1
Nc1ccn([C@@H]2O[C@H](CO)[C@@H](O)C2O)c(=O)n1 (some centres undefined),.,6,14,.,1
CC[C@H]1OC(=O)[C@H](C)[C@@H](O[C@H]2C[C@@](C)(OC)[C@@H](O)[C@H](C)O2)[C@H](C)[C@@H](O[C@@H]2O[C@H](C)C[C@H](N(C)C)[C@H]2O)[C@](C)(OC)C[C@@H](C)C(=O)[C@H](C)[C@@H](O)[C@]1(C)O,.,7,-24,.,-1
Cn1cnnc1SCC(=O)Nc1sc2c(c1C(N)=O)CCC2,.,6,100*,-0.4,-2
Cc1cccc(NC(=O)CSc2nc(COc3ccccc3)nc3ccccc23)c1C,.,34,-4,0.7,1
CC(C)(C)OC(=O)NCCc1nnc(SCC(=O)c2ccc(Cl)cc2)o1,.,9,-2,0.6,13
CC1=C(C(=O)OC2CCCC(C)C2)C(c2ccccc2)NC(=O)N1 (centres undefined),7,.,.,.,.
O=C(c1c(F)cccc1F)N1CCC(O)(c2ccc(F)cc2)CC1,25,.,.,.,.
COC(=O)[C@@]12CCCCN1[C@H](c1ccc(SC3CCCCC3)c(OC)c1)[C@@H]1C(=O)N(C)C(=O)[C@@H]12,19,.,.,.,.
CCOCCn1c(=O)c2c(nc3n2CCN3c2ccc(C)cc2)n(C)c1=O,-2,.,.,.,.
O=C(c1cccc(F)c1)N1CCN(Cc2cccc(Br)c2)CC1,-2,.,.,.,.
COCCCn1c(=O)c2sccc2n(Cc2cccc(F)c2)c1=O,1,.,.,.,.
CCCCOc1ccc(S(=O)(=O)N2CCN(C)CC2)cc1,9,.,.,.,.
COc1ccc(-c2csc(N(CCCN(C)C)C(=O)c3ccc(C(C)(C)C)cc3)n2)cc1,15,.,.,.,.
CNc1cc(=O)n(C)c(=O)n1-c1ccccc1,-9,.,.,.,.
Cc1ccccc1Cn1c(=O)n(C)c(=O)c2sccc21,-32,.,.,.,.
COc1ccc(-c2csc3ncnc(N4CCN(c5ccccc5)CC4)c23)cc1,12,.,.,.,.
Cn1c(=O)c2c(nc(N3CCN(Cc4ccccc4)CC3)n2CC(=O)c2ccccc2)n(C)c1=O,8,.,.,.,.
O=C(C1CCC1)N1CCN(c2ccccc2)CC1,11,.,.,.,.
Cc1cc(C(=O)Nc2ccc(Nc3ccccc3)cc2)ccc1[N+](=O)[O-],-3,.,.,.,.
O=C(Nc1cccc(Cl)c1)c1ccccc1,10,.,.,.,.
O=c1oc(-c2ccc(Br)cc2)nc2ccccc12,9,.,.,.,.
CCN(CC)C(=O)c1[nH]cnc1C(=O)NCC(=O)OCc1ccccc1,4,.,.,.,.
Cc1c(C(c2ccc(Br)cc2)c2c(C)n(C)n(-c3ccccc3)c2=O)c(=O)n(-c2ccccc2)n1C,11,.,.,.,.
CC(C)(C)[C@H]1COC(=O)[C@@H](Cc2ccc(F)cc2)C/C=C\C[C@@H](CC(=O)N[C@@H](CO)Cc2ccccc2)C(=O)N1,0,.,.,.,.
CCc1nc(N2CCN(C(=O)CCl)CC2)c2c3c(sc2n1)CC(C)CC3 (centres undefined),13,.,.,.,.
Oc1ccc(-c2csc(Nc3ccccn3)n2)cc1O,-40,.,.,.,.
CC1Cc2cc(-c3csc(N)n3)ccc2O1 (centres undefined),7,.,.,.,.
Cc1ccc(OCC(COCc2ccccc2)NC(C)C)cc1 (centres undefined),-3,.,.,.,.

# Quoted at random: 4 compounds from above, in no set order.
SMILES,Pf gamet viab,Avidin fluor,Mcl1 Noxa PPI,ABCB1 inh,ABCG2 block
O=c1oc(-c2ccc(Br)cc2)nc2ccccc12,9,.,.,.,.
COc1ccc(-c2csc3ncnc(N4CCN(c5ccccc5)CC4)c23)cc1,12,.,.,.,.
Cc1ccccc1Cn1c(=O)n(C)c(=O)c2sccc21,-32,.,.,.,.
Cn1c(=O)c2c(nc(N3CCN(Cc4ccccc4)CC3)n2CC(=O)c2ccccc2)n(C)c1=O,8,.,.,.,.

# (next part)
SMILES,Pf gamet viab,Avidin fluor,Mcl1 Noxa PPI,ABCB1 inh,ABCG2 block
CC(C)(C)OC(=O)N1CCN(C(=O)c2[nH]cnc2C(=O)NCC(=O)OCc2ccccc2)CC1,-6,.,.,.,.
O=S(=O)(NCC(c1cccnc1)N1CCN(c2ccc(F)cc2)CC1)c1ccccc1 (centres undefined),16,.,.,.,.
COc1ccc2c3n(nc2c1)CCN=C3c1cc(Cl)c(N)c(Cl)c1,5,.,.,.,.
CC(=O)Nc1ccc(NC(=O)c2cc(-c3ccccc3)nc3ccccc23)cc1,-2,.,.,.,.
Cc1cccc(CN2CCN(c3ccccn3)CC2)c1,-14,.,.,.,.
COc1cccc(C(=O)N(C)CC2CCN(CCc3cccc(C(F)(F)F)c3)CC2)c1,11,.,.,.,.
CCOC(=O)[C@H]1[C@H]2COc3ccc(Br)cc3[C@@H]2N2C(=O)CN(Cc3ccco3)C(=O)[C@@]12C,-4,.,.,.,.
O=C(OCc1c(-c2ccccc2)ncc2ccccc12)c1cccs1,-10,.,.,.,.
CCOC(=O)C1(CCOc2ccccc2)CCN(S(=O)(=O)N(C)C)CC1,-3,.,.,.,.
Cn1c(C(=O)NN)cc2cc(OCc3ccccc3)ccc21,-25,.,.,.,.
O=C1CCC([N+](=O)[O-])C(c2ccccc2Br)N1 (centres undefined),-1,.,.,.,.
CCn1c(=O)c(C(=O)Nc2ncccc2O)c(O)c2ccccc21,6,.,.,.,.
CCCCOCCCNC(=O)/C=C/c1ccccc1Cl,13,.,.,.,.
Cc1ccc(C(C)C)c(OCC#CCN2CCOCC2)c1,4,.,.,.,.
Oc1ccc2ccccc2c1CNc1ccc(Br)cn1,-7,.,.,.,.

# Taken from above:
# Mcl1 Noxa PPI, `CCO[C@@H]1OC(C(=O)NCc2ccccc2)=C[C@H](C(C)(C)C)[C@H]1CCCO` → -9
# Pf gamet viab, `Cc1cc(C(=O)Nc2ccc(Nc3ccccc3)cc2)ccc1[N+](=O)[O-]` → -3
# Mcl1 Noxa PPI, `COc1ccc2c3c1O[C@H]1C[C@@H](O)C=C[C@@]31CCN(C)C2` → -7
# Mcl1 Noxa PPI, `O=C1CCC(c2ccccc2)(c2ccccc2)CC1` → 9
# Pf gamet viab, `Cn1c(C(=O)NN)cc2cc(OCc3ccccc3)ccc21` → -25
# Avidin fluor, `COCCN1C=C2C(=O)C(C)(OC(=O)CCC(=O)OC)C(=O)C=C2C=C1C1CC1` (centres undefined) → 8

# Continuation.
SMILES,Pf gamet viab,Avidin fluor,Mcl1 Noxa PPI,ABCB1 inh,ABCG2 block
COC(=O)[C@@H]1[C@H](CCc2ccccc2)NC(=O)N(Cc2ccccc2)[C@@H]1C,-6,.,.,.,.
CCCNC(=S)N1CCN(c2nc(-c3ccc(C)cc3)cs2)CC1,10,.,.,.,.
CCC(=O)c1cn([C@@H](CCC(OC)OC)CC(=O)OC(C)(C)C)cc1CC,1,.,.,.,.
COc1ccc(-c2ccc3oc(-c4ccsc4)cc3c2)cc1,5,.,.,.,.
Cc1nnc2sc(SCC(=O)N3CCc4ccccc43)nn2c1=O,-3,.,.,.,.
COc1ccc(CCC(C)NCc2ccccc2OC)cc1 (centres undefined),5,.,.,.,.
NC(=O)CC(NC(=O)Cc1ccc(Cl)cc1)c1ccc(NCCCN2CCCC2=O)c([N+](=O)[O-])c1 (centres undefined),-68,.,.,.,.
C=CCn1c2ccccc2c2nnc(SCCN3CCCCC3)nc21,-15,.,.,.,.
COc1ccc(CN2CCN(C3CCC3)CC2CCO)c(C)c1C (centres undefined),-19,.,.,.,.
O=C(CCN1CCOCC1)c1ccc(N2CCCCC2)cc1,-16,.,.,.,.
O=Cc1cccc2ccc3cccc(C(=O)O)c3c12,-8,.,.,.,.
c1cc(SC2CCCCC2)cc(-c2nc3cnccn3c2NC2CCCCC2)c1,-32,.,.,.,.
NC(=O)CSc1nnc(COc2cccc3ccccc23)o1,-4,.,.,.,.
CCOC(=O)[C@H]1[C@H]2COc3ccc(Cl)cc3[C@H]2N2C(=O)CNC(=O)[C@@]12C,16,.,.,.,.
COc1cc(-c2noc(C3CCCN(C(=O)c4ccccc4)C3)n2)cc(OC)c1OC (centres undefined),0,.,.,.,.
CCOc1ccc2nc(NC(=O)C3(C)CC3(Br)Br)sc2c1 (centres undefined),-8,.,.,.,.
CC(=O)NN1C(=O)c2ccc3c4c(ccc(c24)C1=O)C(=O)N(NC(C)=O)C3=O,-18,.,.,.,.
O=C(C1=C[C@@H](c2ccc(C(F)(F)F)cc2)C[C@@H](OCCCCO)O1)N1CCCCCCC1,-6,.,.,.,.
CCCCNc1c(-c2ccc(SC3CCCCC3)c(OC)c2)nc2ccc(Cl)cn12,-21,.,.,.,.
Cc1cccc(C(=O)Nc2ccc(NC(=O)c3ccccc3)cc2)c1,-8,.,.,.,.
Cc1noc(C)c1NC(=O)N(C)C[C@H]1Oc2c(NC(=O)Nc3ccccc3)cccc2C(=O)N([C@H](C)CO)C[C@@H]1C,-12,.,.,.,.

# Bioassay records: PubChem BioAssay, several laboratories

# An excerpt (hit frequency here may not be typical).
